Screens from PubChem BioAssay.
SIRT5 block = sirtuin-5 (human) deacylase inhibition; Q9NXA8; Purified SirT5, succinyl-peptide AMC, trypsin-coupled fluorescence; inhibition, % at 15 µM; 1.1% of 330,000 active; in the data active = inhibition above about 15%
Target sequence (Q9NXA8 whole entry, looked up): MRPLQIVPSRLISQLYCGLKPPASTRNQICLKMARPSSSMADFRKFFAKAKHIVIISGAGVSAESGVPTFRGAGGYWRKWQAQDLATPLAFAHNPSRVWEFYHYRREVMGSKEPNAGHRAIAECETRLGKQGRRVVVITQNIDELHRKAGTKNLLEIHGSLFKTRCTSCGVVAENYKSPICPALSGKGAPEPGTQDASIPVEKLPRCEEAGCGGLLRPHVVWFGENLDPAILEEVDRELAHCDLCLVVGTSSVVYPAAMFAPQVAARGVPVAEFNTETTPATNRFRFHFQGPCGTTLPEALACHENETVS
C2C12 statin = suppression of simvastatin myotoxicity; C2C12 myotubes + simvastatin, ATP luminescence, 48 h; scaled: DMSO 0, geranylgeraniol control 100; rescue of ATP level, % at 7.49 µM; 0.78% of 330,000 active; AID 602340;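 active = mean ATP rescue above about 67%, or every replicate alone reaching that limit, limit read from the data, passing the limit was not always enough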;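 note: myotubes were challenged with 10 µM simvastatin during compound exposure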
LGR2 antag = Drosophila LGR2 receptor signaling inhibition | inhibition, % at 9.99 µM | 0.35% of 380,000 active | HEK293 LGR2, CRE-luciferase, bursicon-stimulated, 4 h;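 active = drop in luminescence signal, shown as inhibition above about 50% in the replicate tests, limit read from the data, passing the limit was not always enough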;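 note: agonist challenge used bursicon conditioned medium at about half maximal strength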
CASP6 VEID inh = blocks human caspase-6 cleavage activity. P55212. purified caspase-6, Z-VEID-R110 cleavage fluorescence. inhibition, % at 12.5 µM. 0.53% of 350,000 active;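 active = mean inhibition across replicates at least about 35%, with every replicate also reaching that limit, limit read from the data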;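 note: 0% = median of neutral control wells and 100% = no fluorescence left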
Target sequence (P55212 24-179 limits assumed): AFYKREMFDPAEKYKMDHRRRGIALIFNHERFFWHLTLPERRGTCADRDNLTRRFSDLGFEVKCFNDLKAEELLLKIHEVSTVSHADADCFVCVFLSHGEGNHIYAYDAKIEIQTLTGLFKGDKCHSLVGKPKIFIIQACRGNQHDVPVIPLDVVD
Target sequence (P55212 194-293 limits assumed): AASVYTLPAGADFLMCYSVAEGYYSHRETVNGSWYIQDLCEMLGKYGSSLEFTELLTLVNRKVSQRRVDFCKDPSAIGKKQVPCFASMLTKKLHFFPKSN
esBAF inh = SWI/SNF esBAF complex inhibition; mouse ES cells, Bmi1-luciferase knock-in reporter, 24 h; 100% = twice the neutral-well signal; reporter increase, % at 12.5 µM; 2% of 350,000 active; in the data active = activation above about 40%;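 note: 0% = median of the plate's neutral control wells and 100% = double that signal; a rise in the Bmi1 reporter signal indicates esBAF inhibition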
S100A4 MyoIIA = inhibitors of human S100A4 binding to myosin IIA peptide | P26447 | inhibition, % at 10.7 µM | S100A4/TAMRA-MyoIIA peptide fluorescence polarization | 0.14% of 360,000 active;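 active = mean inhibition of at least 70% across replicates, with every replicate also reaching that level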
Target sequence (P26447 whole entry, looked up): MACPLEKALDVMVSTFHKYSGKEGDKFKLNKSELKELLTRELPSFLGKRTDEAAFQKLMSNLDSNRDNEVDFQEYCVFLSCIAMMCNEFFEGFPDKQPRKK
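Test system: S100A4 monomer protein. Medium: HEPES buffer with Ca2+, pH 7.2. Reagent: fluorescent myosin IIA peptide, 5 nM. Compound dosing: single-point compound testing. Timing: 5 min between mix addition and reading. Benchmarks: DMSO neutral and TFP positive wells.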
FN deposit inh = fibronectin deposition inhibition. 0.086% of 350,000 active. AH1F fibroblasts, Alexa488-fibronectin deposition fluorescence, overnight. AID 743247. inhibition, % at 12.6 µM;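 active = mean inhibition across replicates of 30% or more, regardless of how many single replicates reach that level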;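 note: positive control wells lacked labelled fibronectin entirely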
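Material: AH1F fibroblast monolayer depositing Alexa488-labelled fibronectin into matrix | Input: 10000 AH1F cells/well | Medium: DMEM plus 2% serum, read in PBS | Reagent: Alexa488-fibronectin, 24 nM final in well | Compound dosing: One dose per compound, pinned | Schedule: 1 h adhesion, overnight exposure | Measured by: Fluorescence at 485 nm excitation, 525 nm emission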
The depositor's hits bear a star; . = no result given; & = joins results of further samples. Only part of the results is shown. The share of hits here may be higher or lower than overall.

The first 6 entries, ahead of the listing:
SMILES	SIRT5 block	C2C12 statin	LGR2 antag	CASP6 VEID inh	esBAF inh	S100A4 MyoIIA	FN deposit inh
COCCNC(=S)N1CCN(c2nc(-c3ccc(Cl)cc3)cs2)CC1	-2	20	5	1	3	-15	-12
CO[C@H]1CN(C)C(=O)c2cc(NC(=O)C3CCOCC3)ccc2OC[C@H](C)NC[C@@H]1C	-2	-6	-16	1	0	9	-10
C[C@@H]1CN([C@H](C)CO)C(=O)c2cc(C#CC3CC3)cnc2O[C@@H]1CN(C)C(=O)Nc1ccccc1	-2	28	-1	0	11	-5	.
CCC(=O)Nc1ccc2c(c1)C(=O)N(C)[C@@H]1CC[C@H](CC(=O)NCc3ccccc3Cl)O[C@@H]1CO2	-2	0	-8	2	-3	-24	.
Cc1cccc(C(=O)OCC(=O)NC(=O)c2ccccc2)c1O	16*	.	-4	2	.	3	-5
O=C(N/N=C/c1ccc(O)cc1O)c1ccncc1	-4	3	8	-7	-6	-6	7

The listing, from the start:
SMILES	SIRT5 block	C2C12 statin	LGR2 antag	CASP6 VEID inh	esBAF inh	S100A4 MyoIIA	FN deposit inh
COCCNC(=S)N1CCN(c2nc(-c3ccc(Cl)cc3)cs2)CC1	-2	20	5	1	3	-15	-12
CO[C@H]1CN(C)C(=O)c2cc(NC(=O)C3CCOCC3)ccc2OC[C@H](C)NC[C@@H]1C	-2	-6	-16	1	0	9	-10
C[C@@H]1CN([C@H](C)CO)C(=O)c2cc(C#CC3CC3)cnc2O[C@@H]1CN(C)C(=O)Nc1ccccc1	-2	28	-1	0	11	-5	.
CCC(=O)Nc1ccc2c(c1)C(=O)N(C)[C@@H]1CC[C@H](CC(=O)NCc3ccccc3Cl)O[C@@H]1CO2	-2	0	-8	2	-3	-24	.
Cc1cccc(C(=O)OCC(=O)NC(=O)c2ccccc2)c1O	16*	.	-4	2	.	3	-5
O=C(N/N=C/c1ccc(O)cc1O)c1ccncc1	-4	3	8	-7	-6	-6	7
O=C(CS(=O)(=O)c1ccccc1)Nc1nnc(C(F)(F)F)s1	-2	3	-7	1	-6	-5	-3
Cc1cc(=O)oc2c(CN3CCOCC3)c(O)ccc12	-123	0	-17	1	0	-6	-4
CSCCC(NS(=O)(=O)c1c(Cl)cccc1Cl)C(=O)O (stereo not drawn)	-2	-4	-8	-2	4	2	-2
C[C@H]1CN([C@@H](C)CO)C(=O)c2c(c3ccccc3n2C)-c2ccccc2CO[C@H]1CN(C)C(=O)[C@H]1CCCN1C	1	-39	3	0	7	-15	-7
CN(c1ccccc1)c1nc(N)c([N+](=O)[O-])c(Nc2ccccc2)n1	-5	-22	2	-1	0	4	8
O=C(c1ccc2ccccc2c1)N1CCCC1	-4	0	1	25	4	-3	0
O=C(NCCc1ccc(Cl)cc1Cl)c1ccc2nc[nH]c2c1	-1	.	-23	2	.	-5	0
CN(C)CC/C=C1\c2ccccc2CSc2ccccc21	-2	-6	-4	3	6	-2	-3
Cc1cccc(NS(=O)(=O)c2ccc(NC(=O)CN(c3cc([N+](=O)[O-])ccc3C)S(C)(=O)=O)cc2)c1	1	5	10	0	-83	3	-7
COc1cc(/C=C(\C#N)c2nc3ccccc3[nH]2)cc(OC)c1O	13	.	-28	4	.	4	-4
CC(C)(C)NC(=S)NCc1ccco1	-6	.	8	8	.	-10	-6
CCCCOC(=O)Nc1nnc(CCc2ccccc2)s1	.	11	.	.	-1	.	1
Cc1nc2ncnn2c(C)c1CCC(=O)Oc1ccccc1	.	-9	.	.	-7	.	-16
O=C(C1CCCC1)N1CCCCN2[C@H](C1)[C@@H](c1ccc(C#CC3(O)CCCC3)cc1)[C@@H]2CO	5	.	.	-1	.	-9	.
COc1ccccc1-c1noc(CCC(=O)NC2CCCCC2)n1	-1	-4	-2	7	5	4	.
CC(C)CC#Cc1cnc2c(c1)C(=O)N([C@@H](C)CO)C[C@@H](C)[C@@H](CN(C)C(=O)c1cccnc1)O2	-3	1	-8	1	3	-4	.
Cn1c(Cc2ccccc2)nnc1SCC(=O)N1CCOCC1	.	-18	.	.	6	.	-3
CN1C(=O)c2cc(NC(=O)c3ccccc3)ccc2OC[C@H]2O[C@@H](CC(=O)NCC3CC3)CC[C@@H]21	-2	-19	-20	1	-7	4	-2
O=C(c1ccccc1)c1ccccc1C(=O)N1CCN(Cc2ccccc2F)CC1	1	5	8	0	-4	1	2
COc1ccccc1OCCNC(=O)C(CCSC)NC(=O)c1ccccc1Cl (stereo not drawn)	-3	3	-8	1	-11	-7	1
CC(OC(=O)c1ccccc1C(=O)N(C)c1ccccc1)C(=O)Nc1ccccc1[N+](=O)[O-] (stereo not drawn)	1	-4	-3	0	-4	0	.
CC(C)c1ccc(CC(=O)N2CCC2(C)C(=O)Nc2ccc3c(c2)OCO3)cc1 (stereo not drawn)	0	4	-8	3	12	0	-11
C[C@H](CO)N1C[C@H](C)[C@@H](CN(C)C(=O)NC2CCCCC2)Oc2c(NS(=O)(=O)c3cccs3)cccc2C1=O	-1	-13&-2	21&1	2&-3	2&3	-4&-5	0
Cc1noc(C)c1NC(=O)Nc1ccc2c(c1)C(=O)N([C@H](C)CO)C[C@H](C)[C@H](CN(C)CC1CC1)OCCCC[C@H](C)O2	1	.	-7	-1	1	4	.
CC(=O)Nc1ccc(S(=O)(=O)N2CCC3(CC2)CC(=O)c2ccccc2O3)cc1	-4	.	3	2	.	-2	-2
C[C@H](CO)N1C[C@H](C)[C@H](CN(C)C(=O)CCC(F)(F)F)OCCCC[C@H](C)Oc2ccc(NC(=O)NC3CCCCC3)cc2C1=O	3	.	18	0	-1	3	.
Cn1c(C(=O)NCc2cccnc2)cc2sc(Cl)cc21	2	-12	-15	-3	4	3	.
CC(Oc1ccccc1F)C(=O)NNC(=O)CCS(=O)(=O)c1ccccc1Cl (stereo not drawn)	-1	33	9	0	1	-2	0
Cc1nccc(-c2cccc(NC(=O)Nc3ccc(Cl)cc3)c2)n1	-2	.	2	-8	.	3	-7
COCCNC(=O)C1c2ccccc2C(=O)N(CCOC)C1c1ccc(F)cc1 (stereo not drawn)	.	0	.	.	6	.	1
C[C@H]1CN([C@@H](C)CO)C(=O)c2c(c3ccccc3n2C)-c2ccccc2CO[C@@H]1CN(C)C(=O)Nc1ccccc1C(F)(F)F	7	.	-2	0	.	0	-4
CN(C)c1ccc(/C=N/NC(=O)c2cc(-c3ccc4c(c3)OCO4)n[nH]2)cc1	-2	.	-32	-1	.	1	-9
COc1ccc2nc(CCN(C)C(=O)C3CCC(=O)N(Cc4cccc(F)c4)C3)[nH]c2c1 (stereo not drawn)	-4	-3	3	5	-7	-7	-1
CCOC(=O)c1cnc(-n2nc(C)cc2C)nc1Oc1ccccc1F	0	.	-18	-2	.	-2	12
CCOc1ccccc1C(=O)NCC(=O)Nc1ccc2c(c1)OCO2	-1	13	-4	0	3	2	-6
COc1ccc(-c2ccccc2[C@H]2[C@@H](C#N)N(C(=O)C3CC3)[C@@H]2CO)cc1	2	.	-21	-1	.	1	-9
CCN(CC)C(=O)[C@H]1CC(CC(=O)NCCCn2ccnc2)C(=O)N2CCc3c([nH]c4ccc(OC)cc34)[C@]12C (stereo partly drawn)	0	5	8	-6	-2	1	3
Cc1noc(C)c1NC(=O)Nc1ccc2c(c1)C(=O)N([C@@H](C)CO)C[C@H](C)[C@H](CN(C)Cc1ccc(C(F)(F)F)cc1)OCCCC[C@@H](C)O2	9	.	34	0	-11	15	.
O=C(NCCN1CCOCC1)Nc1cccc(Cl)c1	2	-3	-11	-1	12	1	-2
O=C(COC(=O)c1ncc(Cl)c(Cl)c1Cl)NC(=O)c1ccccc1	.	-16	-4	2	-4	-4	-1
Cc1ccc(C(=O)Nc2nnc(C)s2)o1	.	-2	-25	.	14	.	.
CCCCCCNC(=O)O[C@H]1C[C@@H]2C(=O)N(c3ccccc3)C(=O)[C@@H]2[C@@H]2CN(S(=O)(=O)c3ccc(C)cc3)C[C@]12O	1	5	1	2	-1	0	1
COc1ccc(CN(C)C[C@@H]2OCCCC[C@@H](C)Oc3ccc(NC(=O)Nc4ccc(F)cc4)cc3C(=O)N([C@@H](C)CO)C[C@@H]2C)cc1	0	-163	-3	-1	2	-6	.
CC1CC(C)(C)NC(=S)N1CCC(=O)NCc1ccc(Cl)cc1 (stereo not drawn)	-5	.	-8	0	.	-12	15
Cc1ccccc1NS(=O)(=O)c1ccc(C)c(NS(C)(=O)=O)c1C	8	.	26	-7	.	2	5
O=C(CN1C(=O)c2ccccc2S1(=O)=O)NCc1ccccc1	-2	1	4	-1	-5	-2	-5
O=C(Nc1ccccc1O)c1ccc2c(c1)C(=O)N(Cc1ccco1)C2=O	1	7	-5	1	0	8	6
CNC[C@H]1Oc2cc(C#Cc3cccc(OC)c3)ccc2S(=O)(=O)N([C@H](C)CO)C[C@@H]1C	-11	12	-3	-1	-10	-16	.
Cc1cc(C)c(N=C2C(=O)Nc3ccccc32)c(C)c1	-4	13	-8	15	6	0	-3
C=C1CCC2[C@](C)(CO)[C@H](O)CC[C@@]2(C)[C@@H]1C/C=C1\C(=O)OC[C@H]1O (stereo partly drawn)	.	-8	.	0	14	-1	.
CN(CC(=O)Nc1ccc(Cl)c(C(F)(F)F)c1)C(=O)c1cc(=O)[nH]c2ccccc12	2	-21	-1	4	-8	6	-6
O=C(CC1Sc2ccccc2NC1=O)Nc1ccccc1[N+](=O)[O-] (stereo not drawn)	0	.	13	4	.	1	.
Cc1ccc(/C=C(\C#N)C(=O)NCC2CCCO2)o1 (stereo not drawn)	0	0	4	4	13	4	4
Cc1noc(C)c1COc1cccc(C(=O)NC(C)(C)C)c1	0	.	-3	0	.	0	-4

Going on with the list:
SMILES	SIRT5 block	C2C12 statin	LGR2 antag	CASP6 VEID inh	esBAF inh	S100A4 MyoIIA	FN deposit inh
CCN1[C@@H]2Cn3c(ccc(C4=CCCCC4)c3=O)[C@H]1[C@@H](C(=O)NCCOC)[C@@H]2CO	-19	5	-18	0	-3	-6	.
CCCNC(=O)Nc1ccc2c(c1)C(=O)N(C)C[C@H](OC)[C@@H](C)CN(Cc1cccnc1)[C@@H](C)CO2	2	7	-9	-3	-1	-1	1
CCN(CC)C(=O)c1sc(NC(=O)c2ccc(Br)o2)c(C(=O)OC)c1C	.	29	.	.	3	.	6
CCOc1ccc(CN(C)C(=O)CCl)cc1	10	.	4	4	.	-13	-9
O=C(COc1ccc2c(c1)CCC2)Nc1ccccn1	1	-8	74*	1	51*	-6	1
CNC(=O)/C(C#N)=C/c1cn(CC(=O)OC)c2ccccc12	-3	4	1	0	-3	-4	6
COc1ccc([N+](=O)[O-])c(OC)c1C(=O)NC(=O)Nc1c(F)c(F)c(F)c(F)c1F	0	-2	-2	-4	-5	-1	-5
CCOC(=O)c1cc(-c2ccccc2)sc1NC(=O)C(C)Sc1nnnn1C (stereo not drawn)	.	13	.	.	-2	.	-4
Cn1c(CNc2cccc(Cl)c2)nnc1SCC#N	0	.	-25	0	.	-9	6
COC(C(=O)N/N=C(\C)c1ccc(C)cc1)c1ccccc1 (stereo not drawn)	-3	1	-4	0	32	-4	0
O=C(O)Cn1nc(C(F)(F)F)c2c1CCC2	.	6	.	.	-4	.	-11
COc1ccc(C2N3CC4(C)CN2CC(C)(C3)C4O)cc1OC (stereo not drawn)	.	-11	.	.	-5	.	19
Fc1ccc(-c2nnsc2Sc2ccccn2)cc1	0	.	-52	-1	.	-4	.
COc1ccc(OC)c2c1sc(=NC(=O)C(C)(C)C)n2C	2	-13	.	-3	-2	-3	-16
COC(=O)C[C@@H]1CC[C@@H]2[C@H](COc3ccc(NC(=O)Cc4cccs4)cc3C(=O)N2C)O1	-4	-20	-1	14	-2	18	-5
Oc1ccc(C[C@H]2CNCCN2CCCCC2CCCCC2)cc1	.	-18	-18	.	-20	.	-13
CCC1(C)Cc2c(sc3c2c(=O)n(C)c2nnc(SCC(=O)c4ccccc4)n32)CO1 (stereo not drawn)	.	-5	.	.	0	.	-8
